Source: PubChem BioAssay
Kir21 block = inhibitors of mouse Kir2.1 inward-rectifier potassium channel; AID 1672; B-score at 10 µM; HEK293-Kir2.1, FluxOR thallium flux fluorescence; hits give low values; 0.85% of 310,000 active; P35561;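 active = fluorescence ratio B-score at or below minus 3 SD of library scores, with starting-brightness B-score within 2 SD, cut at about -4.2 in these data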;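 note: channel flux triggered by added potassium and thallium sulfate stimulus; B-score of peak minus minimum fluorescence over baseline after thallium stimulus; more negative B-score means stronger Kir2.1 block with less thallium influx; some compounds called inactive have numbers as strong as hits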
Target sequence (P35561 whole entry, looked up): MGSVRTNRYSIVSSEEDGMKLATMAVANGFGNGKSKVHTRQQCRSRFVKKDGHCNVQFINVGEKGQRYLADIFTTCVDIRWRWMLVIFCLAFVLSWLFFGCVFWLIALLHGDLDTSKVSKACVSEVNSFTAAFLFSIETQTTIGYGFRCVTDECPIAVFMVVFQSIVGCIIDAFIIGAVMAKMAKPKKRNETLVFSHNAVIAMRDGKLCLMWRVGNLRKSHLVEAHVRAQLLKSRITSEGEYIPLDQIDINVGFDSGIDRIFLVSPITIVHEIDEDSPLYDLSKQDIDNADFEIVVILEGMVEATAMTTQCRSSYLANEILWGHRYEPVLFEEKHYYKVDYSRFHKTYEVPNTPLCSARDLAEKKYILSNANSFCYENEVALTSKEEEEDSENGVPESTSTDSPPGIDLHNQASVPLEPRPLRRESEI
STK33 inh = blocks human STK33 kinase activity; purified STK33, MBP phosphorylation, ADP-Glo luminescence; inhibition, % at 10 µM; 0.073% of 320,000 active;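 active = inhibition at or above 25%, using the most active replicate where run in duplicate; inactive = inhibition below 25%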
Target sequence (Q9BYT3 whole entry, looked up): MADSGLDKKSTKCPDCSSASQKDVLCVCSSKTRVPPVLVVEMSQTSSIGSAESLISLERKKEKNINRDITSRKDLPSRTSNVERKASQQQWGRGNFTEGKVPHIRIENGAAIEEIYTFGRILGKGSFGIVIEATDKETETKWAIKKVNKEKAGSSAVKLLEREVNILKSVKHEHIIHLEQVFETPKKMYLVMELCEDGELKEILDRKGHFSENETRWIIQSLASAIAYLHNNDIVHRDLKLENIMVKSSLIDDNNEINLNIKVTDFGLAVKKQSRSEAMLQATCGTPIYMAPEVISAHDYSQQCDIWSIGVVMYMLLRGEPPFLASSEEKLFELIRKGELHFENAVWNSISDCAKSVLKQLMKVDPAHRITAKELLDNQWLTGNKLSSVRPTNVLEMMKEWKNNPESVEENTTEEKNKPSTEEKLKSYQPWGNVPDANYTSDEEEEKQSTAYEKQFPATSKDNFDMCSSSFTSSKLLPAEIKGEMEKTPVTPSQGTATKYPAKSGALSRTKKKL
Numbers without * were called inactive; nt = no result given.

SMILES | Kir21 block | STK33 inh
CCOC(=O)CC(=O)c1cc(OC)c(OC)c(OC)c1 | -2.6 | -0.3
O=C(NCCc1ccccn1)c1ccc(S(=O)(=O)N2CCCCCC2)cc1 | -0.9 | -0.8
O=C(O)COc1ccccc1/C=N/NC(=O)CNC(=O)c1ccco1 | -1.3 | 10
CC1(C)CC(C(=O)NCCC(c2ccccc2)c2ccco2)CCO1 (stereo not given) | -0.45 | nt
CC(C)(C)/C(Cn1cncn1)=N\OC(=O)Nc1ccc(Cl)cc1 | -0.17 | -2.0
NS(=O)(=O)c1ccc(CCNC(=O)COC(=O)c2ccc([N+](=O)[O-])o2)cc1 | nt | -0.6
O=C(O)C(Oc1ccc2ccccc2c1)c1ccccc1 (stereo not given) | -1.7 | -0.7
COc1cc(C2NC(=S)NC3=C2CCc2ccccc23)cc(OC)c1OC (stereo not given) | 2.2 | -2.5
CCOC(=O)c1cnc(-n2nc(C)cc2C)nc1NNc1nc(-c2ccccc2)cc(-c2ccccc2)n1 | 0.59 | 0.8
COC(=O)c1ccc(C(=O)OC)c(NC(=O)c2cccnc2)c1 | -0.2 | 0.4
O=C(NC1(O)C(=O)c2ccccc2C1=O)c1ccccc1 | 0.61 | 0.5
O=C(O)Cc1sc(Nc2ccccc2)nc1-c1cccs1 | -1.6 | -0.6
Nc1nccc(/C=C/c2ccc(Cl)cc2)n1 | 1.4 | 1.8
CCCOc1ccc(/C=C/c2c([N+](=O)[O-])c(=O)n(C)c(=O)n2C)cc1 | -0.2 | -4.2
COc1cc(OC)c(NC(=O)c2cncn2-c2ccc(F)cc2)cc1Cl | 0.19 | 0.3
Cc1ccccc1NC(=O)Cc1nc(COC(=O)c2ccc(C(F)(F)F)cc2)cs1 | nt | 0.4
Cc1csc2ncc(C(=O)N(Cc3ccccc3)c3ccccn3)c(=O)n12 | -0.18 | 0.0
COC(=O)N1[C@H](Cc2ccccc2)C=C[C@]1(C)C(=O)O | 1 | -2.8
COc1ccc2oc(C(=O)OCC(=O)N3C(C)CCCC3C)c(C)c2c1 (stereo not given) | 0.85 | -0.6
COc1ccc(NC(=O)CN(C)C(=O)c2ccc(COc3ccccc3)cc2)cc1 | nt | -0.1
CC1CCN(C(=O)c2[nH]cnc2C(=O)NCc2ccccc2)CC1 | nt | -0.2
Cc1c(C(=O)NCCc2ccc(S(N)(=O)=O)cc2)cccc1[N+](=O)[O-] | -0.88 | -1.0
CCOC(=O)c1cnc2sc3c(n2c1=O)CCCC3 | nt | -1.0
CSc1ccccc1NC(=O)CN(C1CCCCC1)S(C)(=O)=O | 0.5 | -1.5
CCC(CC)c1nnc(NC(=O)Cc2cccs2)s1 | 1.9 | 0.3
Cc1cc(C)c(NC(=S)N(C)C)cc1C | -0.04 | -0.9
Cn1cccc1Cc1nnc(SCC(=O)NC2CCCC2)n1CCc1ccccc1 | -0.01 | -2.0
CC(C)NC(=O)CSc1nc2ccccc2n1CC(=O)N1CCc2ccccc21 | 1.5 | -1.6
COc1ccc(N/C=C/C(=O)c2ccccc2)cc1 | 0.09 | 0.0
COc1ccc(N2CC(C)Cn3c2nc2c3c(=O)n(CCc3ccccc3)c(=O)n2C)cc1 (stereo not given) | 2 | nt
CCOC(=O)c1c(NC(=O)CSc2nnc(-c3ccncc3)n2Cc2ccco2)sc(C)c1C | -2.7 | -2.1
CNC(=O)c1ccsc1NC(=O)CS(=O)(=O)c1ccccc1 | -1.9 | -1.0
COc1ccc(S(=O)(=O)N2CCCC(C(=O)NCc3ccc(F)cc3)C2)cc1 (stereo not given) | 1.3 | -1.3
CC1(O)C(=O)C=C2C=C(c3ccsc3)OC=C2C1=O (stereo not given) | 0.18 | -0.6
CN(C)C(CNC(=O)Cc1cccc(C(F)(F)F)c1)c1ccccc1 (stereo not given) | -0.21 | 2.6
Cc1ccc(Cl)cc1NC(=S)N(CCCN1CCN(C)CC1)Cc1cccs1 | -0.96 | 0.1
O=C(Cn1nc(C(=O)O)c2ccccc2c1=O)Nc1nc(-c2ccccc2)cs1 | 0.32 | -0.6
CN1CCN(C(=O)C2=C[C@H](c3csc4ccccc34)C[C@H](OCc3ccc(CO)cc3)O2)CC1 | 0.73 | -1.4
Cc1nc(NC(=O)CSc2nnc(C3CC3)n2C)sc1C | -1.3 | 0.3
COc1ccc2c(CC(=O)Nc3ccc(N4CCOCC4)cc3)coc2c1 | -0.66 | -3.0
NS(=O)(=O)c1cccc(NC(=O)c2cccc3c(Br)cccc23)c1 | 0.07 | -0.5
COC(=O)c1ccccc1NC(=O)CN1CCC(NC(=O)c2ccccc2C)CC1 | 1.8 | 0.6
CC(CN1CCCC1)OC(=O)c1ccc(Cl)cc1Cl (stereo not given) | -0.23 | -1.8
CCCCNC(=O)c1cc2nc3c(c(C(F)(F)F)n2n1)CCc1ccccc1-3 | -0.46 | -1.3
COCCN(CC(=O)Nc1cccc(C)c1C)C(=O)c1ccc(-n2cccn2)cc1 | nt | -0.3
CN(CC(=O)Nc1cccc2c1CCCC2)S(=O)(=O)c1ccccc1 | 1.6 | 0.1
CC1(C(=O)N2CCN(Cc3ccccc3Cl)CC2)CC1(Cl)Cl (stereo not given) | -1.3 | -0.5
S=C(NNc1nc(Nc2ccccc2)nc(N2CCCCC2)n1)NC1CCCCC1 | 1.1 | -0.8
COc1ccc(S(=O)(=O)Cc2ccc(C(=O)N3CCC(C(N)=O)CC3)o2)cc1 | 1.6 | 0.0
O=C(NCC1CCCO1)c1onc(CSc2cccc(Cl)c2)c1C(=O)O (stereo not given) | -0.64 | 0.3
CC(=O)Nc1cccc2c1C(=O)NC2=O | 1.6 | 1.3
Cc1ccc(C2=NCCn3c2c2ccccc2[n+]3[O-])cc1 | 2 | -1.5
CCOc1ccccc1-n1c(SCC(=O)Nc2ccc(CC)cc2)nc2n[nH]c(C)c2c1=N | 0.86 | 0.9
CCOCCc1nnc(NC(=O)CCC2CCCCC2)s1 | 1.7 | -3.5
O=C(COC(=O)/C=C/c1ccc(OC(F)F)cc1)Nc1ccc(N2CCOCC2)cc1 | -0.14 | -0.5
COc1ccc(-n2c(Cn3c(=O)sc4ccccc43)nnc2SC)cc1 | 0.51 | -0.8
O=C(Cc1c(F)cccc1Cl)NNC(=O)c1ccco1 | nt | -2.1
CCCOc1ccc(N2C(=O)CC(NCC(=O)OCC)C2=O)cc1 (stereo not given) | 0.67 | -0.6
COc1ccc(NC(=O)CN(c2cc(C)cc(C)c2)S(=O)(=O)c2c(C)noc2C)cc1 | -0.04 | nt
C=CCN(CC=C)C(=O)c1cccc(OC2CCN(S(=O)(=O)N(C)C)CC2)c1 | 0.31 | -1.1

Quoted from the entries so far (2 entries):
SMILES | Kir21 block | STK33 inh
COc1ccc(NC(=O)CN(c2cc(C)cc(C)c2)S(=O)(=O)c2c(C)noc2C)cc1 | -0.04 | nt
C=CCN(CC=C)C(=O)c1cccc(OC2CCN(S(=O)(=O)N(C)C)CC2)c1 | 0.31 | -1.1

(list continues)
SMILES | Kir21 block | STK33 inh
CCN(CC(=O)Nc1ccc2c(c1)OCCO2)CC(=O)Nc1ccc(C)c([N+](=O)[O-])c1 | nt | -4.2
CCc1csc(CCNC(=O)C2CCC(=O)N(Cc3ccccc3F)C2)n1 (stereo not given) | -0.78 | -1.6
Cc1ccc(C(C)C)c(OCC(O)CN(C)Cc2ccccc2)c1 (stereo not given) | -9.7* | -1.0
Cn1cccc1-c1cc(C(=O)N/N=C/c2ccccc2Cl)[nH]n1 | -1.5 | 0.1
CC(=O)Nc1nc(-c2ccccc2)ns1 | -0.63 | 1.1
CCCCCCN=CC1=C(O)C(C(=O)OC)C(C)(C)CC1=O (stereo not given) | 0.36 | 0.2
CCCCN(CC)C(=O)/C=C/c1cccc([N+](=O)[O-])c1 | -0.54 | -2.1
CN(C)CC(C)(C)CNC(C(=O)Nc1ccc(Cl)cc1C(F)(F)F)c1ccccc1 (stereo not given) | 0.81 | nt
COc1ccc(C)cc1Cn1nnc2ccccc21 | -0.32 | -1.2
O=C(C1CCN(S(=O)(=O)c2cccnc2)CC1)N1CCCCC1 | 0.71 | 1.4
Cc1ccnc(NC(=O)c2sc3cc(Cl)ccc3c2Cl)c1 | -0.13 | -2.5
O=c1c(S(=O)(=O)c2ccc(Cl)cc2)cn(Cc2ccccc2)c2ccc(F)cc12 | -0.01 | -0.9
CCc1ccc(S(=O)(=O)NCc2ccc(N3CCN(C)CC3)cc2)cc1 | -0.87 | 1.5
Cc1cc(C)c2c(=O)n(CC(=O)Nc3cccc(Cl)c3C)sc2n1 | 0.68 | -1.3
COc1cc(C(=O)NNC(=O)CSc2nnc3ccccn23)cc(OC)c1OC | nt | -0.7
COc1cccc(-c2nn(-c3ccccc3)cc2C(=O)O)c1 | -0.28 | -2.2
COc1cc(-c2nc3ccc4ccccc4c3c3c2CCC3)cc(OC)c1OC | 0.76 | -0.5
O=C(NCc1ccc(F)cc1)c1ccc[nH]1 | -2.3 | -0.7
Cc1cccc(C)c1NC(=O)CN(C)S(=O)(=O)c1ccc(-c2ccc(=O)[nH]n2)s1 | 2.1 | 3.3
O=C(N/N=C/c1cc([N+](=O)[O-])ccc1O)NC12CC3CC(CC(C3)C1)C2 | 2.5 | -0.8
Cc1ccc(CC2SC(=Nc3ccccc3)N(c3ccccc3)C2=O)cc1 (stereo not given) | 0.73 | -2.1
COc1cc(OC)cc(C(=O)Nc2ccc(-c3nc4ccccc4o3)c(O)c2)c1 | -0.56 | -0.4
CCC(=O)NCCc1nc2ccccc2n1Cc1ccc(C)cc1 | -3.7 | -1.3
O=C(NCCCN1CCOCC1)c1cc(-c2ccc(Cl)c(Cl)c2)on1 | 0 | 0.8
O=C1NC(c2ccccc2)=CC(c2ccccc2)N1 (stereo not given) | -0.02 | -0.9
Cc1cc2ccccc2nc1Br | 0.01 | -0.6
O=C(NC1CCCCCC1)c1cc(S(=O)(=O)N2CCCCC2)ccc1N1CCOCC1 | 0.09 | -1.4
O=C(NCc1ccc2c(c1)OCO2)Nc1ccc2nsnc2c1 | 0.19 | 1.6
Nc1nnc(CCS(=O)(=O)c2ccc(Br)cc2)s1 | -1.1 | -0.2
Cc1ccc(-c2nnc(-c3ccccc3S(=O)(=O)Cc3ccc(Cl)cc3)o2)cc1 | 1.7 | 0.4

An excerpt of these results, with values under each structure:
Screens in order – Kir21 block	STK33 inh
COc1cc(OC)cc(C(=O)Nc2ccc(-c3nc4ccccc4o3)c(O)c2)c1
→ -0.56	-0.4
Nc1nnc(CCS(=O)(=O)c2ccc(Br)cc2)s1
→ -1.1	-0.2

The main list resumes with the two entries that preceded the break.
SMILES | Kir21 block | STK33 inh
Nc1nnc(CCS(=O)(=O)c2ccc(Br)cc2)s1 | -1.1 | -0.2
Cc1ccc(-c2nnc(-c3ccccc3S(=O)(=O)Cc3ccc(Cl)cc3)o2)cc1 | 1.7 | 0.4
OCCN(Cc1ccccc1)Cc1nc(CC2CC2)no1 | 0.78 | 0.0
Cc1cccc(-c2noc(CNC(=O)c3ccoc3C)n2)c1 | 0.5 | 1.5
O=C(Cc1ccccc1[N+](=O)[O-])N1CCN(c2ccc(F)cc2)CC1 | 1.1 | 1.5
C/C(=N\OC(=O)Nc1ccc(Cl)cc1)c1ncc(C(F)(F)F)cc1N1CCOCC1 | -1.6 | -1.3
COc1cc(OC)c2c(-c3ccccc3)cc(=O)oc2c1C(CCN1CCCCC1)c1ccc2c(c1)OCO2 (stereo not given) | -4 | 1.0
CCCc1cc(=O)oc2cc(OCC(=O)N3CCC(C(N)=O)CC3)ccc12 | 0.19 | -0.6
COC(=O)c1ccc(NC(=O)C2CCCN(S(=O)(=O)c3cnc[nH]3)C2)cc1 (stereo not given) | 0.63 | -1.0
O=C(Nc1ccc([N+](=O)[O-])cc1)c1ccccc1F | -1.4 | -0.4
COc1cc(C(=O)O/N=C(\N)c2ccc([N+](=O)[O-])cc2)cc(OC)c1OC | 0.76 | -0.9
FC(F)(F)c1cc(Cl)c2nnc(-c3cccnc3)n2c1 | 1.1 | -0.2
C=CCOc1ccc(/C=C/C(=O)OCC(=O)NCCC2=CCCCC2)cc1 | -0.28 | -1.3
O=c1nc2ccc(Cl)cn2c2ccc(S(=O)(=O)N3CCCCC3)cc12 | 0.77 | -1.5
COc1ccc(OC)c(C2C(C#N)=C(N)Oc3cc(C)n(Cc4ccccn4)c(=O)c32)c1 (stereo not given) | -1.7 | -0.7
CCC(C)(C)C1CCC2(CC1)NC(=O)N(CC(=O)N1CCN(S(=O)(=O)c3cc(C)ccc3C)CC1)C2=O (stereo not given) | -0.02 | -0.9
CS(=O)(=O)c1[nH]nc(-c2ccccc2Cl)c1C#N | -0.07 | -0.6

Kir21 block: what is marked active above.
SMILES | Kir21 block | STK33 inh
Cc1ccc(C(C)C)c(OCC(O)CN(C)Cc2ccccc2)c1 (stereo not given) | -9.7* | -1.0

Later entries
SMILES | Kir21 block | STK33 inh
CCOC(=O)N1CCN(Cc2c(F)cccc2Cl)CC1 | -0.29 | -1.0
COc1cccc(CNC(=O)Cn2nc([N+](=O)[O-])c(Br)c2C)c1 | -0.31 | -5.6
O=C(NCc1cccnc1)C(=O)NCC(c1ccco1)N1CCN(c2ccc(F)cc2)CC1 (stereo not given) | 1.3 | 0.7
CC(NC(=O)C12CC3CC(CC(C3)C1)C2)C(=O)N/N=C/C1=C(N2CCOCC2)C(=C\c2ccccc2)/CC1 (stereo not given) | 1.6 | -0.1
CCOc1ccc(NC(=O)Cc2cccc3ccccc23)c([N+](=O)[O-])c1 | 1.8 | -1.0
O=C(Nc1cc(C(F)(F)F)ccc1N1CCOCC1)c1ccc2ccccc2n1 | 0.76 | -0.4
CC(C)NS(=O)(=O)c1ccc(CCC(=O)NCc2cccnc2)cc1 | 0.04 | 4.0
